ERp5 block: inhibitors of ERp5-driven insulin aggregation, primary screen, biochemical, turbidity, absorbance 650 nm, single point; Protein disulfide-isomerase A6 (Homo sapiens), Q15084; 90 min; inhibition, % at 9.99 µM; 350,000 tested, 0.05% active; AID 651711, 2012;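 active = mean replicate inhibition above about 25%, with every replicate also reaching it, limit read from the data, passing the limit was not always enough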
Target sequence (Q15084 whole entry, looked up): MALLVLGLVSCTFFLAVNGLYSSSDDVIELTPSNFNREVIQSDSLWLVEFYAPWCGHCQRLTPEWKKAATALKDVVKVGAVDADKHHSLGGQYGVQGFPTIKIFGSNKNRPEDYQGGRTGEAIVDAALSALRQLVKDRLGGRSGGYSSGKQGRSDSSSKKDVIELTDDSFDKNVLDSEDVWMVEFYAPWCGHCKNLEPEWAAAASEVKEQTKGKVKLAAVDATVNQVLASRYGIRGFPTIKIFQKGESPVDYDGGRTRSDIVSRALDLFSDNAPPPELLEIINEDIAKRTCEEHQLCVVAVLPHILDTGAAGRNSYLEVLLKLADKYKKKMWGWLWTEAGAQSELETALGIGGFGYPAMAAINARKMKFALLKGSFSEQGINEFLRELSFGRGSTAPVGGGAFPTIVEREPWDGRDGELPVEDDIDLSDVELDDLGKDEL
Statin myotox sup: suppressors of statin myotoxicity in C2C12 myotubes, primary screen, cell-based, single point, plate reader. C2C12 myotubes + simvastatin, ATP luminescence, 48 h; scaled: DMSO 0, geranylgeraniol control 100. 330,000 tested, 0.78% active. rescue of ATP level, % at 7.49 µM;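 active = mean ATP rescue above about 67%, or every replicate alone reaching that limit, limit read from the data, passing the limit was not always enough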;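 also: myotubes were challenged with 10 µM simvastatin during compound exposure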
SIRT5 inh: SIRT5 desuccinylase inhibitors, primary screen, biochemical, fluorescence imaging, single point, set 5; NAD-dependent protein deacylase sirtuin-5, mitochondrial (Homo sapiens), Q9NXA8; Purified SirT5, succinyl-peptide AMC, trypsin-coupled fluorescence; inhibition, % at 15 µM; 330,000 tested, 1.1% active; AID 652115, 2013; in the data active = inhibition above about 15%
Target sequence (Q9NXA8 whole entry, looked up): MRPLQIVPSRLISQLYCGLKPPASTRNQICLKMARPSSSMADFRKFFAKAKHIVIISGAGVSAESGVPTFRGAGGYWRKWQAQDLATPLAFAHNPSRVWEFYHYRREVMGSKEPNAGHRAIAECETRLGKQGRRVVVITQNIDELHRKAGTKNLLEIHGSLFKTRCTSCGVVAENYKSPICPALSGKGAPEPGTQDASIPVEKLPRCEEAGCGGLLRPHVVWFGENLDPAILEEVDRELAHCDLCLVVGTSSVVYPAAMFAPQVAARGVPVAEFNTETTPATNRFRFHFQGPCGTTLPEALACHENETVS
esBAF inh: Bmi1 luciferase reporter increase in mESCs, primary screen, esBAF inhibitor project, mouse ES cells, Bmi1 luciferase knock-in, single point; reporter increase, % at 12.5 µM; AID 602393, 2012; 24 h; 100% = twice the neutral-well signal; 350,000 tested, 2% active; in the data active = activation above about 40%;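 also: 0% = median of the plate's neutral control wells and 100% = double that signal; a rise in the Bmi1 reporter signal indicates esBAF inhibition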
miR122 inh: miR-122 Renilla sensor signal increase in Huh7, primary screen, miR-122 inhibitor project, cell-based, single point, plate reader; Huh7 miR-122 Renilla luciferase sensor, 48 h; neutral wells = 0, positive control = 100; activation (reporter increase), % at 12.5 µM; 340,000 tested, 0.3% active;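 active = mean replicate activation score at least 90 and every replicate individually at or above 90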;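 also: higher luciferase means less miR-122 activity so hits act as miR-122 inhibitors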
ARNT-TACC3 inh: disruptors of ARNT/TACC3 protein interaction, primary screen, biochemical, AlphaScreen, single concentration; Transforming acidic coiled-coil-containing protein 3 (Homo sapiens), Q9Y6A5; AID 623870, 2012; AlphaScreen His-ARNT PAS-B/GST-TACC3 binding, luminescence; TACC3 fragment carries E629A point mutation; 390,000 tested, 0.66% active; inhibition, % at 9.99 µM;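 active = mean inhibition of replicates at least 50% and at least half of replicates each reaching 50%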;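 also: 0% = complete ARNT plus TACC3 wells and 100% = ARNT alone without TACC3; many hits fall short of the cut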
Cneo AK release: Cryptococcus neoformans cell lysis inducers, primary screen, AK release luminescence, single concentration; C. neoformans lysis, adenylate kinase release luminescence, 4 h; normalised: neutral wells 0, clomiphene wells 100; lysis activity, % at 15 µM; 360,000 tested, 0.2% active; AID 651654, 2012;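 active = mean lysis activity across replicates of at least 80%, whatever share of replicates individually reach that level; inactive = mean lysis activity below 80%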
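Assay system: Cryptococcus neoformans yeast cells / Dosing: single-point compound dose / Timing: 4 h at 37 °C static, read 1 h later / Measured by: luminescence of released adenylate kinase using an AK detection reagent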
* = called active by the depositor; · = no result given; & = joins results of further samples; [ ] = another dose, or the depositor's remark. Rows were taken by chance (roughly 4% active in at least one column).

SMILES	ERp5 block	Statin myotox sup	SIRT5 inh	esBAF inh	miR122 inh	ARNT-TACC3 inh	Cneo AK release
COc1ccc(COC(=O)CN2C(=O)NC3(CC(C)CC(C)(C)C3)C2=O)cc1F (configuration not stated)	-1	4	-2	-2	11	·	·
CCCC[n+]1c(C)sc2ccc(C)cc21	0	·	2	·	·	0	·
O=C(NCCO)c1ccc(-c2nnc(Nc3ccc(O)cc3)c3ccccc23)cc1	1	3	0	-8	·	-2	0
COc1cccc(N=C2SC(C(=O)Nc3ccc(F)cc3)CC(=O)N2C)c1 (configuration not stated)	·	41	·	3	-2	31	-2
CCOC(=O)C1CCN(C(=O)COc2cc(C)c(Br)cc2C)CC1	·	·	·	1	0	-4	2
COc1ccc(-c2csc3ncn(CC(=O)N4CCOCC4)c(=O)c23)cc1	-4	·	3	·	·	-2	·
COc1cccc(NC(=O)N(C)C[C@H]2Oc3cc(C#CC4(O)CCCC4)ccc3S(=O)(=O)N([C@@H](C)CO)C[C@@H]2C)c1	2	-57	4	11	59[16.7 µM]	2	-3
Cc1ccc(NC(=O)NC2CCCCCCC2)cc1	-1	·	-6	·	10	-4	-1
O=C(CCc1nnc(-c2ccsc2)o1)NCc1ccccc1OC(F)(F)F	-4	7	5	11	-8	6	0
Cn1c2ccccc2c(=O)c2ccc(C#Cc3ccc(N)cc3)cc21	1	-7	-3	16	·	·	1
CCSc1cc(C)nc2c(-c3ccccc3)c(C)nn12	·	11	·	10	·	3	-1
C[C@@H]1CCCCO[C@@H](CN(C)Cc2ccc(C(=O)O)cc2)[C@H](C)CN([C@H](C)CO)C(=O)c2cc(NC(=O)c3ccncc3)ccc2O1	-4	·	1	0	5[16.7 µM]	-11	-1
CCOc1ccc(/C(O)=C2/C(=O)C(=O)N(CCOCCO)C2c2cccnc2)cc1 (configuration not stated)	·	0	·	0	2	-3	0
CCOc1ccc(NS(=O)(=O)c2ccc(C(=O)NCc3cccnc3)cc2)cc1	0	26	-11	-59	·	2	·
CCCCNc1c(-c2ccc(-c3ccc(C(C)=O)cc3)c(OC)c2)nc2cnccn12	·	-39	·	11	19	10	1
CCCNC(=O)N(C)C[C@H]1Oc2ncc(C#CCC3CCCC3)cc2C(=O)N([C@H](C)CO)C[C@@H]1C	-4	·	3	5	-8[16.7 µM]	-3	-1
Cc1ccc(-n2nc(C)c(NC(=O)CCl)c2C)cc1	·	-6	·	-13	-3	-17	-1
COc1ccc(CNC(=O)c2ccc(CS(=O)c3ccccc3)o2)cc1 (configuration not stated)	1	4	-2	0	-2	-3	0
CCN1[C@@H]2c3ccc(-c4ccncc4)c(=O)n3C[C@@H]2[C@@H](CO)[C@@H]1C(=O)Nc1ccccc1	0	2	1	-4	-2[16.7 µM]	2	2
Cc1nn2c(N)c(-c3ccccc3)cnc2c1-c1ccccc1	0	-16	-10	50*	-10	-11	-4
COc1ccccc1-c1cn(CC[C@H]2CC[C@H](NC(=O)CCN3CCCCC3)[C@H](CO)O2)nn1	13	4	0	7	·	2	3
CN1N=C(C(C)(C)C)CSC1=Nc1ccc(F)cc1	·	11	-4	13	·	0	·
O=C(CCC(=O)c1cccs1)OCC(=O)c1ccc(Cl)s1	-4	11	-1	-2	·	-5	0
Nc1nc(NCc2ccccc2)nc(-c2ccccc2)n1	·	6	·	2	4	9	0
C[C@H](CO)N1C[C@H](C)[C@H](CN(C)C(=O)NC2CCCCC2)Oc2ccc(NC(=O)Nc3ccc(F)cc3)cc2C1=O	0	-12	-3	-3	-4[16.7 µM]	-9	5

One compound at a time, from the list above.
Profile of CCCCNc1c(-c2ccc(-c3ccc(C(C)=O)cc3)c(OC)c2)nc2cnccn12 : ERp5 block = ·; Statin myotox sup = -39; SIRT5 inh = ·; esBAF inh = 11; miR122 inh = 19; ARNT-TACC3 inh = 10; Cneo AK release = 1
Profile of COc1ccccc1-c1cn(CC[C@H]2CC[C@H](NC(=O)CCN3CCCCC3)[C@H](CO)O2)nn1 : ERp5 block = 13; Statin myotox sup = 4; SIRT5 inh = 0; esBAF inh = 7; miR122 inh = ·; ARNT-TACC3 inh = 2; Cneo AK release = 3

Next compounds
SMILES	ERp5 block	Statin myotox sup	SIRT5 inh	esBAF inh	miR122 inh	ARNT-TACC3 inh	Cneo AK release
CCOc1ccc(C(=O)Nc2ccccc2N2CCOCC2)cc1	·	21	·	21	46	-1	2
COc1ccc(CN2[C@H](CO)[C@H]3c4ccccc4N(C(=O)Nc4ccc(F)cc4)C[C@H]32)cc1	-3	-39	-1	5	-7[16.7 µM]	-3	5
C/C(=N\Nc1nc(Cl)c(Cl)cc1Cl)c1ccc(S(=O)(=O)NCc2ccco2)cc1	3	·	0	·	·	-8	·
CCN(CC)CCN(C(=O)c1ccc(C(=O)c2ccccc2)cc1)c1nc2c(OC)cccc2s1	4	-5	-1	12	-4	-3	4
Cc1cccc(-c2ccc([C@@H]3[C@@H](CO)N4CCCCN(C(=O)c5ccncc5)C[C@H]34)cc2)c1	0	0	10	1	7[16.7 µM]	9	7
Cc1ccc(NC(=O)C2CCCN(S(=O)(=O)c3c(C)noc3C)C2)nc1 (configuration not stated)	·	13	·	-5	3	-1	0
CCCc1cc(-n2cnc3ccccc32)n2c(nc3ccccc32)c1C#N	·	6	·	4	1	-2	2
Cc1noc(C)c1NC(=O)N(C)C[C@H]1Oc2ncc(C3=CCCC3)cc2C(=O)N([C@H](C)CO)C[C@H]1C	3	60	7	-1	1[16.7 µM]	-7	-3
O=C(Oc1ccccc1N1CCOCC1)c1ccccc1	3	·	-1	·	-2	-12	-4
CCc1ccccc1NC(=O)c1cc(C2CC2)on1	3	-19	-3	32	3	-3	1
C=CCN1C(=O)c2ccc(C(=O)OCC(=O)N(CC)C3CCS(=O)(=O)C3)cc2C1=O (configuration not stated)	1	1	-6	5	5	9	1
S=c1[nH]nc(-c2ccn[nH]2)n1-c1ccccc1Cl	5	-13	0	15	·	-2	·
COc1ccc(OC(=O)c2cc3cc(Cl)ccc3oc2=O)cc1	-4	2	0	1	-1	-1	2
O=C1N(Cc2cccnc2)C[C@@H]2C[C@@H](c3ccc4nsnc4c3)N3CCC[C@@]123	8	·	-2	·	·	-5	·
Cc1ccc(S(=O)(=O)N(C)C)cc1NC(=O)CCc1c[nH]c2ccccc12	3	·	-5	·	·	2	·
CC1CCCC(C)N1/N=C/c1cccc([N+](=O)[O-])c1 (configuration not stated)	-2	-8	-6	4	·	6	0
O=C(O)Cc1ccc(NS(=O)(=O)c2c(Cl)cccc2Cl)cc1	4	6	1	-9	6	-5	·
CCOc1ccc(NC(=O)C2CCCN(S(C)(=O)=O)C2)cc1 (configuration not stated)	4	-3	0	-7	-3	0	3
COc1ccccc1CNC(=O)C[C@H]1CC[C@@H](NC(=O)CN(C)C)[C@H](CO)O1	-5	3	0	4	·	2	1
CCc1cccc(NS(=O)(=O)c2c(C)nc3sc(CC)nn3c2=O)c1	1	·	-4	10	4	-3	0
COc1ccc(N(CC(=O)O)S(C)(=O)=O)cc1OC	·	·	·	2	-7	-2	1
O=C(O)CC(Cc1ccccc1)(C(=O)O)c1ccccc1 (configuration not stated)	-1	6	-4	-9	-2	-3	0
Cn1nc(C(=O)NCC(=O)Nc2ccc(F)c(F)c2F)c2ccccc2c1=O	-5	-5	-1	2	7	1	-2
COCC(=O)Nc1ccc2c(c1)C(=O)N(C)C[C@@H](OC)[C@@H](C)CN(Cc1cncnc1)[C@@H](C)CO2	-4	-2	-2	-5	3[16.7 µM]	-10	-5
CCOC(=O)N1CCN(S(=O)(=O)c2ccc(Br)cc2)CC1	3	5	-4	-4	-6	3	-1

Results in Statin myotox sup, ERp5 block and Cneo AK release, for 4 of the compounds above:
smiles	Statin myotox sup	ERp5 block	Cneo AK release
CCOc1ccc(C(=O)Nc2ccccc2N2CCOCC2)cc1	21	·	2
COc1ccc(CN2[C@H](CO)[C@H]3c4ccccc4N(C(=O)Nc4ccc(F)cc4)C[C@H]32)cc1	-39	-3	5
C/C(=N\Nc1nc(Cl)c(Cl)cc1Cl)c1ccc(S(=O)(=O)NCc2ccco2)cc1	·	3	·
CCN(CC)CCN(C(=O)c1ccc(C(=O)c2ccccc2)cc1)c1nc2c(OC)cccc2s1	-5	4	4

Other results follow:
SMILES	ERp5 block	Statin myotox sup	SIRT5 inh	esBAF inh	miR122 inh	ARNT-TACC3 inh	Cneo AK release
COc1ccc2cc(C(=O)C3CCCN(C(=O)c4cnccn4)C3)ccc2c1 (configuration not stated)	3	-3	-16	13	9	-3	-1
O=C(CSc1ncn(-c2ccccc2)n1)Nc1nc2c(s1)CCCC2	·	-13	·	16	-1	-21	13
Cc1cc(C)n(CC(C)NC(=O)c2cc(COc3c(F)cccc3F)on2)n1 (configuration not stated)	4	·	-2	·	·	0	·
CCc1ccc(OCC(=O)NC(=S)Nc2ccc(S(=O)(=O)NC3CCCCC3)cc2)cc1	·	-34	·	-3	9	-6	-4
CC(=O)c1c(C(C)=O)c(C)n(Cc2ccc(Cl)cc2)c1C	·	144*	·	6	-17	4	-1
COc1ccccc1C(=O)NC(=S)Nc1ccc(N2CCOCC2)cc1	2	2	-4	26	4	·	-1
CC1c2cc3c(cc2CCN1C(=O)c1ccc(Br)cc1)OCCCO3 (configuration not stated)	2	-74	-4	4	-3	-2	2
COc1ccc(-n2c(SCC(=O)NCc3cccs3)nnc2-c2ccoc2C)cc1	·	20	·	-2	-5	-3	-2
Cc1cccc(NC(=O)c2sc3nc(-c4ccc(F)cc4)cn3c2C)n1	·	-18	·	20	-31	0	-1
CCOC(=O)CCCCCC(=O)Nc1ccc2c(c1)C(=O)N([C@H](C)CO)C[C@H](C)[C@@H](CN(C)C(=O)Nc1ccccc1)OCCCC[C@@H](C)O2	1&-6	2	·	-3	-4	·	9
COC(=O)c1ccccc1NC(=O)CN(c1ccc(OC)cc1)S(C)(=O)=O	·	16	·	5	7	1	-1
O=C(Nc1cccc(NC(=O)c2ccccc2Cl)c1)c1ccc([N+](=O)[O-])o1	7	38	8	4	22	-2	-1
Cc1cc(S(=O)(=O)N2CCN(c3ccccc3C)CC2)ccc1F	·	5	·	-2	15	14	-14
CCCC(=O)Nc1nnc(CCN2CCCCC2)s1	·	16	·	-3	7	·	0

Copied from the list.
esBAF inh with CCCC(=O)Nc1nnc(CCN2CCCCC2)s1 is entered as -3
ERp5 block with COc1ccccc1C(=O)NC(=S)Nc1ccc(N2CCOCC2)cc1 is entered as 2
miR122 inh with Cc1cc(S(=O)(=O)N2CCN(c3ccccc3C)CC2)ccc1F is entered as 15

Three entries from above in another layout.
> COc1ccc2cc(C(=O)C3CCCN(C(=O)c4cnccn4)C3)ccc2c1 (configuration not stated)
  ERp5 block: 3; Statin myotox sup: -3; SIRT5 inh: -16; esBAF inh: 13; miR122 inh: 9; ARNT-TACC3 inh: -3; Cneo AK release: -1
> O=C(CSc1ncn(-c2ccccc2)n1)Nc1nc2c(s1)CCCC2
  ERp5 block: ·; Statin myotox sup: -13; SIRT5 inh: ·; esBAF inh: 16; miR122 inh: -1; ARNT-TACC3 inh: -21; Cneo AK release: 13
> Cc1cc(C)n(CC(C)NC(=O)c2cc(COc3c(F)cccc3F)on2)n1 (configuration not stated)
  ERp5 block: 4; Statin myotox sup: ·; SIRT5 inh: -2; esBAF inh: ·; miR122 inh: ·; ARNT-TACC3 inh: 0; Cneo AK release: ·

Bioassay records: PubChem BioAssay, Broad Institute
